D2 ag: D2 dopamine receptor (human) agonism; P14416; HEK293 T-REx D2 cells, calcium flux agonist mode; activation, % at 2 µM; actives 0.53% (n = 340,000); AID 485358;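 active means activation over 3 SD above normal in the single-dose calcium agonist read, cut at about 30% in these data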; further: 0% is about no effect
Target sequence (P14416 whole entry, looked up): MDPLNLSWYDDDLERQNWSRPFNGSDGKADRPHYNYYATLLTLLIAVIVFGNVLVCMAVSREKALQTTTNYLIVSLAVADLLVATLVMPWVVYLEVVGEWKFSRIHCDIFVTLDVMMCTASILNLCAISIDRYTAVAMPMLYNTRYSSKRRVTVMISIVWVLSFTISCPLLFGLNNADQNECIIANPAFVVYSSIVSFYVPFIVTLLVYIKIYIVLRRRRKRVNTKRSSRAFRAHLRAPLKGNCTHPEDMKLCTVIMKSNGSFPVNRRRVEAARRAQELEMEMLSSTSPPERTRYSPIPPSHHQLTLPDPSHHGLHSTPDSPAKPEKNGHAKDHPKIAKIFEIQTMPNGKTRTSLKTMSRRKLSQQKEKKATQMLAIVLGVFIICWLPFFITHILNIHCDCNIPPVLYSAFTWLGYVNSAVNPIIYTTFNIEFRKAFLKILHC
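HEK293 Trex D2 cells, tetracycline-induced, o/n 30 C 5% CO2; no-wash Ca dye, RT 30–90 min; 10-cycle baseline, 23 nl cpd added, kinetic Ca read 180 s; agonist hits = positive Ca response.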
Pin1 inhibitor: blocks the human prolyl isomerase Pin1. actives 0.009% (n = 390,000). AID 504891. Pin1 FP peptide displacement, HiFluor488, 10 min. Potency, µM (highest dose often 115 µM), for the others: at the highest dose activity, negative = inhibition, hits mostly inhibitors. Q13526; active means well fitted inhibition curve with a large enough effect in the polarisation, with a control signal flat, not every such curve was filed as active; inconclusive means small, poorly fitted or top-dose-only effect, or effect the other way, or a change in a side signal; inactive means no such curve, though single readings can be large or run the other way; the % refers to the polarisation; further: potency means the concentration at half of the fitted maximal effect; on the % scale 0 is the no-effect control and ±100 the full control effect
Target sequence (Q13526 whole entry, looked up): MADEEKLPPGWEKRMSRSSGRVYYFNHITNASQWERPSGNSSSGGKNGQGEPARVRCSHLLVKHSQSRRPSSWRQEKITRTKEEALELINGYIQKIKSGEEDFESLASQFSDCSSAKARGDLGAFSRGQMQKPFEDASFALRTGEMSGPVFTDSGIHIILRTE
IDH1 R132H inh: inhibitors of human mutant IDH1 R132H; O75874; IDH1-R132H enzyme, NADPH consumption, diaphorase/resazurin fluorescence; actives 0.093% (n = 390,000); Potency, µM (series often up to 76.6 µM), for the others: at the top dose activity change, negative = inhibition, actives largely listed as inhibitors; further: potency means the concentration at half of the fitted maximal effect; on the % scale 0 is the no-effect control and ±100 the full control effect; nearly all actives have a fitted effect of over 65% in size
Target sequence (O75874 whole entry R132H, stated change not applied): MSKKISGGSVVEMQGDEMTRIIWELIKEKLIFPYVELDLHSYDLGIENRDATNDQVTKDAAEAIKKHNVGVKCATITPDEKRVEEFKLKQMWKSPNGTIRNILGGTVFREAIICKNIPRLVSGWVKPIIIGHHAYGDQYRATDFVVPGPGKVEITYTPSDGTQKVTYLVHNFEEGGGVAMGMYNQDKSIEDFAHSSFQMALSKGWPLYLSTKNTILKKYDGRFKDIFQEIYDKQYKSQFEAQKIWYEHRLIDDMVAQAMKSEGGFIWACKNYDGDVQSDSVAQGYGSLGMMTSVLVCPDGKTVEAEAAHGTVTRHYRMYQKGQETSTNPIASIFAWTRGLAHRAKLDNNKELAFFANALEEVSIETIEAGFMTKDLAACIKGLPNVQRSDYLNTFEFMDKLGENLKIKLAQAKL
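IDH1-R132H (0.5 ug/mL dispensed) in pH 7.5 Tris buffer was preincubated 30 min with compound, then given a substrate mix of 0.016 mM NADPH and 2 mM alpha-KG for 80 min at room temperature; remaining NADPH was read by diaphorase/resazurin fluorescence.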
TrxR1 inh: rat TrxR1 inhibition; Potency, µM (highest dose often 114 µM), inactives show at the highest dose activity change, negative = inhibition, hits mostly inhibitors; recombinant rTrxR1, NADPH fluorescence consumption, selenite substrate; actives 1% (n = 390,000); O89049; further: potency means the concentration at half of the fitted maximal effect; on the % scale 0 is the no-effect control and ±100 the full control effect; nearly all actives have a fitted effect of over 65% in size
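Rat TrxR1 (90 nM in the dispensed reagent) was pre-reduced with 400 uM NADPH for 5 min at room temperature, then incubated with compound for 15 min. After 400 uM selenite was added, NADPH fluorescence (Ex 340/Em 450 nm) was followed for 8 min.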
TRHR ag: agonists of human TRH receptor | actives 0.18% (n = 360,000) | P34981 | activation, % at 2 µM | TRHR cells, calcium flux fluo-8, FDSS agonist mode; in the data active means activation above about 30%; further: 0% is about no effect
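Read-out: compound-evoked intracellular calcium rise in TRHR cells, fluo-8 dye, kinetic FDSS fluorescence at 1 s/cycle following a 10-cycle baseline. Cells cultured overnight before dye loading (30 min–1.5 h, RT).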
D2 antagonist: D2 dopamine receptor (human) antagonism | HEK293 TREx D2 cells, calcium flux, dopamine EC80 | inhibition, % at 10 µM | actives 2% (n = 340,000); in the data active means inhibition above about 30%; further: 0% is about no effect
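HEK293 T-REx D2 cells, tet-induced, calcium dye no-wash. Cpd pintool add, 180 s kinetic, then EC80 DA, 180 s kinetic. Ca flux read.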
USP1 inh: USP1/UAF1 (human) deubiquitinase inhibition | O94782 | recombinant USP1/UAF1, Ub-Rhodamine cleavage fluorescence | Potency, µM (series often up to 57.1 µM), for inactives: at the highest dose activity change, negative = inhibition, most hits filed as inhibitors | actives 0.23% (n = 390,000) | AID 743255; further: potency means the concentration at half of the fitted maximal effect; on the % scale 0 is the no-effect control and ±100 the full control effect; nearly all actives have a fitted effect of over 60% in size; inactives centre near -12
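In this screen, compounds sit with the deubiquitinase complex (1nM) for 15 min at room temperature before Ub-Rho is added at 150nM final. Fluorescence rise is then followed for 6 reads every 60 seconds.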
TrxR1 substrate: is turned over as a substrate by rat TrxR1; O89049; purified TrxR1 substrate turnover, NADPH consumption readout; Potency, µM (titrated, usually from 114 µM), inactives show top-dose activity change, negative = substrate turnover; actives 0.01% (n = 390,000); further: potency means the concentration at half of the fitted maximal effect; on the % scale 0 is the no-effect control and ±100 the full control effect; nearly all actives have a fitted effect of over 50% in size
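Rat TrxR1, dispensed at 90 nM, was prereduced with 400 uM NADPH (final) for 5 min at ~22 deg C, then incubated with compound 15 min before 400 uM selenite. A first-read NADPH fluorescence drop versus no-compound background flagged substrates.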
TRHR PAM: allosterically enhances the human TRH receptor; actives 0.66% (n = 360,000); TRHR cells, fluo-8 calcium fluorescence, EC20 TRH enhancement; P34981; enhancement, % at 2 µM; in the data active means enhancement above about 30%; further: 0% is about no effect
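TRHR-expressing cells loaded with fluo-8 calcium dye were read kinetically (ex 480/em 530) during compound addition, then stimulated with an EC20 of TRH (10 nM final). Enhancement of the Gq-mediated intracellular calcium response was scored.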
An asterisk follows results filed as active; ? = inconclusive; · = not tested or not shown; & = joins results of further samples; [ ] = remark or other dose. Unless noted, the call rests on the fitted dose curve; in most records, active means well fitted inhibition curve with a large enough effect; inconclusive means small, poorly fitted or top-dose-only effect; inactive means no such curve, though single readings can be large or run the other way. The list is partial; rates above refer to the full screens.

Below each SMILES – TRHR ag	TrxR1 inh	IDH1 R132H inh	USP1 inh	TrxR1 substrate	D2 ag	Pin1 inhibitor	D2 antagonist	TRHR PAM
1. CC(=O)Nc1ccc(OCC(O)Cn2nc(C)c(C)c2C)cc1 (centres undefined)
    -0.2	16%[57.1 µM]	-1%	-8%	13%[57.1 µM]	0.1	10%	6	11
2. COc1ccccc1N1CCN(C(=O)c2cc(-c3ccc(Cl)cc3)on2)CC1
    -1.1	9%	6%	-10%	7%	0.1	5%	-1	1
3. COC(=O)CCC(=O)N(CCN(C(=O)CCC(=O)OC)c1ccccc1)c1ccccc1
    -0.8	7%[57.1 µM]	10%	-17%	2%[57.1 µM]	0.9	-15%	5	-13
4. COC(=O)C1(Cc2cc(-c3cccnc3)no2)CCN(C(=O)OC(C)(C)C)CC1
    -0.1	5%[57.1 µM]	8%	-11%	8%[57.1 µM]	0.4	-3%	-31	1
5. Cc1c(C(=O)Nc2nc3ccccc3[nH]2)cccc1[N+](=O)[O-]
    0.8	-7%	0%	-10%	-8%	1.2	-2%	-9	-4
6. COc1ccc(C2CC(c3ccccc3C)n3nc(N)nc3N2)cc1 (centres undefined)
    0.9	15%[57.1 µM]	-5%	-18%	11%[57.1 µM]	5.7	10%	2	-1
7. Cc1c(C(=O)NCc2cccnc2)oc2ccc(S(=O)(=O)N3CCCC(C)C3)cc12 (centres undefined)
    0.4	2%[57.1 µM]	-2%	-10%	4%[57.1 µM]	-0.3	2%	1	5
8. COC(=O)c1ccc(/C=N/Nc2nc(C)c(C)s2)cc1
    -2.9	2%[57.1 µM]	-1%	-14%	8%	-1.8	36%[activator]	-17	7
9. CCN(CC)S(=O)(=O)c1ccc(Oc2cccc(C(C)=O)c2)nc1
    -0.3	17%[57.1 µM]	6%	-2%	-1%[57.1 µM]	-1.6	1%	-10	11
10. Cn1cc(S(=O)(=O)c2ccccc2)c(=O)c2cc(F)c(N3CCCCC3)cc21
    0.0	36%[activator][57.1 µM]	-14%	-7%	5%[57.1 µM]	-0.4	-1%	·	-1
11. Cc1cc(C)c2cc(CN(CCO)C(=O)Nc3ccc(Cl)cc3)c(=O)[nH]c2c1
    -1.4	10%	-2%	-22%	0%	-2.0	?	-11	-3
12. COc1ccccc1CNS(=O)(=O)c1ccc2c(c1)CC(=O)N2C
    0.3&-0.4	14%&7%	-1%&19%	-18%&-5%	4%&3%	-0.2&-0.5	3%&0%	-11	-5&13
13. CCn1c(CNC(=O)c2ccc(OC)cc2)nnc1SCC(=O)Nc1cccc(C)c1C
    -0.3	2%	-11%	-20%	5%	0.6	0%	·	14
14. CCOc1ccc(NC(=O)c2cc(S(=O)(=O)NC3CCCCCC3)ccc2F)cc1
    -0.4	18%[57.1 µM]	0%	?	1%[57.1 µM]	1.1	2%	·	1
15. NS(=O)(=O)c1ccc(CCNC(=O)C(=O)c2cn(CC(=O)N3CCOCC3)c3ccccc23)cc1
    0.3	9%	-2%	-27%	-5%	0.4	4%	0	34*
16. C=CCSc1ncccc1C(=O)NCCc1ccc(Cl)cc1
    -0.8	17%[57.1 µM]	2%	-8%	-9%	-0.2	1%	-10	1
17. CC(=O)N1N=C(c2cccc([N+](=O)[O-])c2)OC1(C)CC(=O)Nc1ccccc1 (centres undefined)
    -0.2	-12%	6%	0%	-11%	-0.5	-10%	-11	11
18. Cc1cc(C)c(-c2cc(NC(=O)COC(=O)c3ccc(NC(=O)CC#N)cc3)n(-c3ccccc3)n2)cc1C
    -0.3	21%	1%	-4%	-1%	-0.3	?	6	13
19. O=C1CC(Cc2ccccc2)C(=O)N1CCc1ccc2c(c1)OCO2 (centres undefined)
    0.5	1%	2%	-2%	-7%	-1.6	2%	10	12
20. CC1CCC(C(C)C)C(OCC(O)CN2CCN(Cc3ccccc3)CC2)C1 (centres undefined)
    0.3	-6%[57.1 µM]	9%	-2%	-2%[57.1 µM]	-0.2	3%	13	2
21. COC(=O)c1ccc(-c2ccc(Cl)cc2)nc1C
    -0.3	-14%	3%	-14%	-13%	-1.2	0%	12	-5
22. COc1cc(/C=C/C(=O)O)cc(S(=O)(=O)N(C)CCO)c1OC
    0.1	-5%	1%	-12%	4%	0.7	4%	-6	0
23. O=C(CCN1CCN(Cc2ccccc2)CC1)Nc1cccc(Br)c1
    0.7	13%[57.1 µM]	7%	-8%	-10%	0.1	-7%	22	-4
24. CCCCN(CC)CCNC(=O)c1cc2c(=O)[nH]c3ccccc3c2n1C
    0.1&1.2	29%&27%	-4%&-3%	-22%&-20%	18%&25%	4.1	-3%&-7%	·	7&-1
25. Cc1ccc(C)c(S(=O)(=O)N2CCN(CC(=O)NC(=O)NCc3ccccc3)CC2)c1
    0.2	6%	8%	-19%	1%	0.3	0%	4	7
26. O=C(CSc1ncn[nH]1)Nc1ncc(C(F)(F)F)cc1Cl
    0.1	18%	5%	-17%	6%[57.1 µM]	2.0	-9%	4	-10
27. O=C(c1ccc(S(=O)(=O)N2CCCCCC2)cc1)N(c1ccccn1)C1CCCCC1
    -0.7	10%	-2%	-9%	4%	0.5	4%	-12	10
28. CCOC(=O)C(CC)n1nc(C)c2c(C)n(-c3ccc(C)cc3)nc2c1=O (centres undefined)
    -2.4	-2%	·	?	-1%	-0.6	4%	·	0
29. O=C(Nc1cccc(S(=O)(=O)N2CCOCC2)c1)c1cc2ccccc2o1
    -0.3	5%	6%	0%	-3%	-0.3	0%	-2	-4
30. CC(C)CC(=O)O/N=C1\C(=O)N(Cc2ccc(Cl)cc2)c2ccc([N+](=O)[O-])cc21
    0.1	·	·	·	·	0.2	·	4	-4
31. CCCCN(C(=O)CSc1c(C)c(C)cc(C)c1C)c1c(N)n(CCC)c(=O)[nH]c1=O
    0.1	25%	4%	-22%	7%	-0.2	-4%	-13	1
32. Cc1ccc(C2=NN(CCC(=O)NCCC(C)C)C(=O)CC2)cc1
    0.6	·	·	·	·	-2.6	·	2	-4
33. Cc1nc(NC(=O)c2c(-c3ccccc3Cl)noc2C)sc1C
    0.2	5%	0%	-11%	0%	0.4	5%	-3	7
34. O=C(Nc1n[nH]c(C2CCCCC2)n1)C1CCCCC1
    0.7	8%	2%	19%	8%	0.3	-2%	9	0
35. O=C(OCc1nc2ccsc2c(=O)[nH]1)c1ccccc1
    0.1	22%	5%	-3%	3%	·	0%	·	4
36. COc1ccc(-c2cc(C)no2)cc1S(=O)(=O)NCc1cccc(C)c1
    -0.1	-4%	4%	-18%	6%	0.3	-5%	-11	11
37. CCCCNC(=S)NNC(=O)c1nn(C)cc1Cl
    0.1	-17%	9%	-3%	-8%	0.6	-8%	-11	8
38. COc1ccc(CNCCS(=O)(=O)NCc2ccc(OC)cc2)cc1
    ·	-1%	16%	-24%	1%	·	-14%	·	·
39. COc1ccc(-c2nc(N)n(C(=O)c3ccco3)n2)cc1
    0.4	20%	-11%	-22%	21%	-1.0	0%	-3	-2
40. Cc1ccc(NCc2nnc3n2CCCCC3)cc1
    0.0	14%	-1%	-4%	11%	0.4	-5%	24	-5
41. CN(c1ccc(C(=O)NCc2ccc3c(c2)OCO3)cc1)S(=O)(=O)c1ccccc1
    -0.6	25%	17%	-15%	0%	-0.2	20%	-5	3
42. Cc1cccn2c(=O)c(C(=O)NCc3cccc(F)c3)cnc12
    0.3	-16%[57.1 µM]	-6%	-19%	69%[activator][57.1 µM]	0.5	-4%	·	-1
43. CN(C)S(=O)(=O)c1ccc2c(c1)N(CC(=O)Nc1cccc(C(F)(F)F)c1)C(=O)CS2
    0.4	19%[57.1 µM]	-4%	?	3%[57.1 µM]	-0.1	1%	·	-2
44. O=C(c1cc2cc(Br)ccc2s1)N1CCOCC1
    -0.3	6%[57.1 µM]	7%	-16%	4%[57.1 µM]	0.2	-14%	0	1
45. CCC1([N+](=O)[O-])COC(c2ccc(C)cc2)OC1 (centres undefined)
    ·	25%[2.29 µM]	14%	4%	18%[57.1 µM]	·	-6%	·	·
46. O=C(NC1CCCC1)c1ccc(S(=O)(=O)N2CCCC2)cc1
    -0.2	19%	0%	-14%	12%	0.1	?	-27	-5
47. CCC(CC)C(=O)Nc1c(C(=O)N2CCN(c3ccccc3F)CC2)oc2ccccc12
    -0.5	6%	16%	?	-10%	-1.5	-10%	·	-11
48. Cc1ccccc1C(=O)NCCCCc1ccccc1
    -0.3	-12%	2%	-20%	-12%	0.0	-3%	-19	-4
49. COc1ccc(OC)c(C(=O)c2ccccn2)c1
    0.1	9%[57.1 µM]	3%	-26%	-1%[57.1 µM]	-0.4	1%	-6	0
50. O=C(N/N=C/c1ccccn1)c1ccc(Cl)c(Cl)c1
    -0.6	·	·	·	·	2.3	·	12	-8
51. CCOc1cc(/C=C/C(=O)c2ccc(OC)c(CN3CCOCC3)c2)cc(Br)c1O
    40*	-34%	6%	35µM*	-12%	9.1	?	-7	-7
52. Cc1ccc(/C=C/c2ccc(=O)n(Cc3ccccc3Cl)n2)cc1
    3.1	40%[activator][57.1 µM]	1%	-14%	43%[activator][57.1 µM]	9.2	3%	-1	-8
53. O=C(c1ccco1)N1CCN(c2c([N+](=O)[O-])nn(-c3cccc(Cl)c3)[n+]2[O-])CC1
    0.6	5%	5%	-21%	0%	-0.1	2%	10	0
54. COc1cccc(NC(=O)c2ccc3snnc3c2)c1
    -0.1	-3%	8%	-14%	-7%	0.4	-6%	9	-5
55. O=C(Nc1ccccc1C(=O)O)c1ncn[nH]1
    0.5	-15%	6%	-12%	-8%	0.2	0%	1	-4
56. CC12CC(c3ccccc3O1)C(C(=O)NCc1ccccc1)C(=O)N2 (centres undefined)
    -0.2	4%	1%	2%	8%	0.0	2%	12	-1
57. COc1cc(C(=O)OCc2cc(=O)n3ccsc3n2)cc(OC)c1OC
    0.2	7%[57.1 µM]	8%	-24%	4%[57.1 µM]	-0.2	-1%	·	2
58. C=CCn1c(CSCc2ccc(C)cc2)nnc1SCC(=O)NCc1ccccc1
    -2.1	-7%	3%	-7%	-11%	0.0	-9%	-9	-7
